High-throughput results (PubChem BioAssay)
KLF5 inh = suppresses KLF5 promoter-driven expression | DLD-1 KLF5 promoter-luciferase reporter, luminescence | inhibition, % at 5 µM | 290,000 tested, 0.23% active | AID 1700;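 active = inhibition above a per-plate limit of that plate's mean compound inhibition plus 3 SD, cut at about 60% in these data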;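 also: 0% = DMSO wells and 100% = LY294002 at 200 µM; higher means less KLF5 promoter-driven luciferase light; inactives centre near -14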
HSF1 inh = HSF1 inhibition. NIH3T3-HGL HSE-luciferase, MG132-induced, luminescence 8 h; hits give low values. activity change, negative = inhibition, % at 7.5 µM (by protocol). 300,000 tested, 0.77% active;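 active = more than half of replicate wells show activity change below -50%, luminescence cut by over half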;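 also: luciferase reports HSF-1 transcriptional activity via heat shock element; 0% = median of DMSO wells and -100% = zero luminescence signal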
aSyn 5UTR inh = MLPCN primary screen, SNCA 5' untranslated region | alpha-synuclein 5'UTR reporter, inhibitor activity | inhibition, % (tested at 7.5 µM) | 300,000 tested, 0.82% active | AID 1813; in the data active = inhibition above about 60%;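 also: H4 neuroglioblastoma cells stably carrying SNCA 5'UTR luciferase fusion; 0% = DMSO wells and 100% = positive control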
HSF1 activator = increases HSF-1 driven luciferase reporter signal; NIH3T3-HGL HSF-1 luciferase reporter, MG132, 8 h; 100% = twice DMSO control signal; activation, % at 9 µM; 300,000 tested, 1.7% active; AID 504408;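 active = mean replicate activation of at least 50% with a set share of replicates each reaching 50%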;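 also: 0% = median of the neutral control wells and 100% = twice that signal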
IEC-6 tox = counter-screen for KLF5 inhibitors: cytotoxicity in IEC-6 cells; IEC-6 cytotoxicity, luminescence viability; inhibition, % at 5 µM; 290,000 tested, 0.78% active; in the data active = inhibition above about 22%;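 also: 0% = plate median of test compound wells and 100% = cytotoxic reference compound wells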
HSP90 inh = blocks HSP90-mediated luciferase refolding in reticulocyte lysate | 290,000 tested, 0.91% active | Rabbit reticulocyte lysate, luciferase refolding luminescence, 3 h | AID 1789 | inhibition, % at 5.6 µM;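 active = inhibition above the screen-wide mean plus 3 SD, computed separately per campaign, cut at about 16% in these data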;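 also: 0% = DMSO wells and 100% = 60 µM geldanamycin wells; inhibitors lower the luminescence because luciferase stays unfolded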
Platelet DG rel = modulates dense granule release in human platelets; human platelet-rich plasma, SFLLRN dense granule ATP release, luminescence; inhibition, %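 (compounds screened at 7.5 µM in platelet-rich plasma)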; 300,000 tested, 0.22% active;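 active = mean replicate score, as percent of positive control, at or above 50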
HIF activator = HIF pathway transcriptional activation; U2OS HRE-luciferase reporter, luminescence; normalized: DMSO 0%, desferrioxamine 100%; activation, % at 7.5 µM (by protocol); 300,000 tested, 0.32% active; AID 1910;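 active = mean activation of at least 10% of the iron chelator positive control signal, with at least half of replicates also reaching 10%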
AI-2 QS mod = modulates the Vibrio harveyi AI-2 quorum sensing system; activity change, % at 7.5 µM; 300,000 tested, 0.4% active; Vibrio harveyi JMH597 AI-2 luminescence/OD600 ratio, 9 h; hits give low values; strain lacks LuxN and CqsS sensors; 0 = neutral-control median; in the data active = activity change below about -75%, passing the limit was not always enough;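 also: luminescence divided by OD600 gain over 9 h not by final OD600 alone; inactives centre near 13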
HDAC3 inh = human HDAC3 inhibition. 320,000 tested, 0.15% active. inhibition, % at 8.3 µM. recombinant HDAC3, fluorogenic peptide/trypsin coupled, fluorescence; in the data active = inhibition above about 26%, passing the limit was not always enough
Target sequence (O15379 whole entry, looked up): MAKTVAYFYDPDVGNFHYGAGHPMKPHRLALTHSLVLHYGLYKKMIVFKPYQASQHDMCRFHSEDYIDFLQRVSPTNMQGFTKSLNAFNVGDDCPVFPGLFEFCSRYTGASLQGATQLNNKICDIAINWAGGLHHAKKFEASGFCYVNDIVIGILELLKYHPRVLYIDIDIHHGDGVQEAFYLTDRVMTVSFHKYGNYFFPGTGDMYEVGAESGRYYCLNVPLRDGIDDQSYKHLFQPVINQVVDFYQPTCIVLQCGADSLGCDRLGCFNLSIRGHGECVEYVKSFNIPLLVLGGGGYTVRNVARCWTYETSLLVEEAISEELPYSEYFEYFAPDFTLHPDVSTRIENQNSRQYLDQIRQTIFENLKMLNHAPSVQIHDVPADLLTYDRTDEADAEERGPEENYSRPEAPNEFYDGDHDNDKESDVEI
An asterisk follows results filed as active.

For COc1cc(C(=O)NCc2nnc(SCC(=O)NC3CCCC3)o2)cc(OC)c1OC the results were KLF5 inh -36, HSF1 inh 5, aSyn 5UTR inh 1, HSF1 activator 22, IEC-6 tox -1, HSP90 inh -3, Platelet DG rel 1, HIF activator -0.2, AI-2 QS mod 45 and HDAC3 inh -2.
Screening COC(=O)c1ccc(CSc2nc3ccc(S(=O)(=O)N4CCOCC4)cc3[nH]2)cc1 returned KLF5 inh -4, HSF1 inh 3, aSyn 5UTR inh 8, HSF1 activator -19, IEC-6 tox -2, HSP90 inh -3, Platelet DG rel 13, HIF activator -1.0, AI-2 QS mod -12 and HDAC3 inh 5.
Cc1cc(C(=O)CSc2nnnn2-c2ccccc2)c(C)n1-c1ccc2c(c1)OCO2 was read as KLF5 inh -28, HSF1 inh -6, aSyn 5UTR inh -91, HSF1 activator 6, IEC-6 tox -4, HSP90 inh 2, Platelet DG rel 5, HIF activator 0.6, AI-2 QS mod 6 and HDAC3 inh 7.
`COc1ccc(N2CCN(C(=O)Cc3ccc(S(=O)(=O)N4CCOCC4)s3)CC2)cc1` gave KLF5 inh -4, HSF1 inh -3, aSyn 5UTR inh -3, HSF1 activator 3, IEC-6 tox -11, HSP90 inh -1, Platelet DG rel 7, HIF activator -1.2, AI-2 QS mod 23 and HDAC3 inh 2.
For CN(C(=S)Nc1ccc(Oc2ccccc2)cc1)C1CCCCC1 the results were KLF5 inh -13, HSF1 inh 0, aSyn 5UTR inh 3, HSF1 activator 4, IEC-6 tox 5, HSP90 inh 1, Platelet DG rel 5, HIF activator 0.0 and AI-2 QS mod -1.
Screening Cc1cc(C)cc(NC(=O)N(CCC#N)Cc2cccs2)c1 returned KLF5 inh -7, HSF1 inh -2, aSyn 5UTR inh 15, HSF1 activator 10, IEC-6 tox 6, HSP90 inh 2, Platelet DG rel 12, HIF activator 0.6, AI-2 QS mod 7 and HDAC3 inh -1.
Screening Cc1ccc(N(CC(=O)NC(C)c2ccccc2)S(=O)(=O)c2cccs2)cc1 (stereo unspecified) returned KLF5 inh -20, HSF1 inh -4, aSyn 5UTR inh 20, HSF1 activator 2, IEC-6 tox -5, HSP90 inh 0, Platelet DG rel -20, AI-2 QS mod 19 and HDAC3 inh -1.
`CC1CCCCC1NC(=S)Nc1ccc(Cl)cc1Cl` (stereo unspecified) gave KLF5 inh -13, HSF1 inh 12, aSyn 5UTR inh -10, HSF1 activator 16, IEC-6 tox 5, HSP90 inh 3, Platelet DG rel -3, HIF activator 1.0, AI-2 QS mod 31 and HDAC3 inh 1.
Screening Cc1ccc2[nH]c(=O)c(CN(Cc3ccco3)C(=O)c3ccncc3)cc2c1 returned KLF5 inh -15, HSF1 inh -5, aSyn 5UTR inh 21, HSF1 activator 3, IEC-6 tox -3, HSP90 inh 3, Platelet DG rel 6, HIF activator 1.7, AI-2 QS mod 22 and HDAC3 inh 0.
`Cc1ccc(NC(=O)CSCC(=O)NCCc2ccccn2)c(C)c1` gave KLF5 inh -16, HSF1 inh -7, aSyn 5UTR inh -14, HSF1 activator -20, IEC-6 tox -2, HSP90 inh -1, Platelet DG rel 0, HIF activator -0.7, AI-2 QS mod 21 and HDAC3 inh 1.
O=C(O)CCN1C(=O)/C(=C\c2cccc(OCC(=O)Nc3ccc(Cl)cc3)c2)SC1=S was read as KLF5 inh -8, HSF1 inh 0, aSyn 5UTR inh -32, HSF1 activator 24, IEC-6 tox 1, HSP90 inh 0, Platelet DG rel 6, HIF activator 0.6, AI-2 QS mod -3 and HDAC3 inh 4.
Screening Cc1cccc(-c2c3c(=O)n(C)c(=O)n(C)c3cn2C2CCCCC2)c1 returned KLF5 inh -13, HSF1 inh -5, aSyn 5UTR inh -4, HSF1 activator -26, IEC-6 tox -3, HSP90 inh 1, Platelet DG rel -10, HIF activator -0.3, AI-2 QS mod 9 and HDAC3 inh -2.
CCN(C#N)c1nc(NC(C)C)nc(NC(C)C)n1 was read as KLF5 inh -6, HSF1 inh 3, aSyn 5UTR inh 30, HSF1 activator -3, IEC-6 tox 2, HSP90 inh 2, Platelet DG rel -17, HIF activator -0.4, AI-2 QS mod 19 and HDAC3 inh -8.
`CCOC(=O)C1(Cc2ccc(OC)cc2)CCN(C(=O)CN2CCN(CC)CC2)CC1` gave KLF5 inh -17, HSF1 inh 6, aSyn 5UTR inh -32, HSF1 activator -7, IEC-6 tox 7, HSP90 inh -1, Platelet DG rel -1, HIF activator 0.0, AI-2 QS mod 9 and HDAC3 inh 0.
For O=CN1CCc2scc[n+]2-c2ccccc21 the results were KLF5 inh -22, HSF1 inh 10, aSyn 5UTR inh -11, HSF1 activator 21, IEC-6 tox -3, HSP90 inh 0, Platelet DG rel -9, HIF activator -0.3, AI-2 QS mod 2 and HDAC3 inh -2.
Screening Cc1ccc(S(=O)(=O)O/N=C2\CCCc3ccccc32)cc1 returned KLF5 inh -20, HSF1 inh -2, aSyn 5UTR inh 11, HSF1 activator -9, IEC-6 tox -6, HSP90 inh -1, Platelet DG rel -3, HIF activator -1.7, AI-2 QS mod 26 and HDAC3 inh -3.
O=C(Cn1cc2c(n1)CCCC2)NCCc1ccccc1 was read as KLF5 inh -14, HSF1 inh -3, aSyn 5UTR inh 1, HSF1 activator 4, IEC-6 tox -2, HSP90 inh 1, Platelet DG rel 0, HIF activator 0.4, AI-2 QS mod 25 and HDAC3 inh -3.
CCC(C)c1ccc(OCCN2CCCC2)cc1 (stereo unspecified) was read as KLF5 inh -12, HSF1 inh -4, aSyn 5UTR inh -3, HSF1 activator -7, IEC-6 tox -1, HSP90 inh 0, Platelet DG rel 0, HIF activator 1.5, AI-2 QS mod 31 and HDAC3 inh 6.
Screening CN(C(=O)COC(=O)c1cc(-c2ccc(Cl)s2)nc2ccccc12)C1CCS(=O)(=O)C1 (stereo unspecified) returned KLF5 inh -37, HSF1 inh -3, aSyn 5UTR inh -82, HSF1 activator -3, IEC-6 tox 6, HSP90 inh 1, Platelet DG rel -4, HIF activator -57, AI-2 QS mod 20 and HDAC3 inh -3.
Screening Cn1c(=O)c(=O)n(C)c2cc(S(=O)(=O)Nc3ccc4c(c3)OCCO4)ccc21 returned KLF5 inh -26, HSF1 inh -60*, aSyn 5UTR inh -60, HSF1 activator -64, IEC-6 tox -4, HSP90 inh 8, Platelet DG rel 0, HIF activator -0.3, AI-2 QS mod 22 and HDAC3 inh 9.

The closing two entries of the part before are carried over, then new ones follow.
Screening CN(C(=O)COC(=O)c1cc(-c2ccc(Cl)s2)nc2ccccc12)C1CCS(=O)(=O)C1 (stereo unspecified) returned KLF5 inh -37, HSF1 inh -3, aSyn 5UTR inh -82, HSF1 activator -3, IEC-6 tox 6, HSP90 inh 1, Platelet DG rel -4, HIF activator -57, AI-2 QS mod 20 and HDAC3 inh -3.
Screening Cn1c(=O)c(=O)n(C)c2cc(S(=O)(=O)Nc3ccc4c(c3)OCCO4)ccc21 returned KLF5 inh -26, HSF1 inh -60*, aSyn 5UTR inh -60, HSF1 activator -64, IEC-6 tox -4, HSP90 inh 8, Platelet DG rel 0, HIF activator -0.3, AI-2 QS mod 22 and HDAC3 inh 9.
Screening CCC(CC)C(=O)N1CC(=O)Nc2ccc(F)cc2C1c1ccccc1 (stereo unspecified) returned KLF5 inh -26, HSF1 inh 8, aSyn 5UTR inh -10, HSF1 activator 0, IEC-6 tox -2, HSP90 inh -1, Platelet DG rel 7, HIF activator -1.5, AI-2 QS mod 14 and HDAC3 inh 1.
Screening O=C(Nc1ccccc1)C1=C[C@@H](c2ccc(C(F)(F)F)cc2)C[C@@H](OCCCCO)O1 returned HSF1 inh -14, aSyn 5UTR inh -95, HSF1 activator -22, Platelet DG rel -2, HIF activator 2.0, AI-2 QS mod 27 and HDAC3 inh 11.
Screening CC(C)CC(COCc1ccc(C(F)(F)F)cc1)N1CCN(C(=O)c2ccc(C(F)(F)F)cc2)CCC1=O (stereo unspecified) returned KLF5 inh -19, HSF1 inh 5, aSyn 5UTR inh 21, HSF1 activator 4, IEC-6 tox 2, HSP90 inh 1, Platelet DG rel -2, HIF activator -0.1, AI-2 QS mod 12 and HDAC3 inh 39*.
CN(CC(=O)Nc1ccc(F)c(F)c1F)C(=O)CCCSc1nc2ccccc2[nH]1 was read as HSF1 inh 7, aSyn 5UTR inh 13, HSF1 activator 22, Platelet DG rel -1, HIF activator 0.1, AI-2 QS mod 10 and HDAC3 inh 0.
Screening O=C(N=C1SC2CS(=O)(=O)CC2N1Cc1ccccc1Cl)C1CCCO1 (stereo unspecified) returned KLF5 inh -9, HSF1 inh 2, aSyn 5UTR inh -4, HSF1 activator 19, IEC-6 tox 2, HSP90 inh -3, Platelet DG rel -2, HIF activator -0.6, AI-2 QS mod 16 and HDAC3 inh 0.
For CC(C)Oc1ccc(C(=O)Nc2nnc(SCC(=O)N3CCOCC3)s2)cc1 the results were KLF5 inh -35, HSF1 inh -19, aSyn 5UTR inh 98*, HSF1 activator -9, IEC-6 tox 3, HSP90 inh 16*, Platelet DG rel 8, HIF activator -2.5, AI-2 QS mod 23 and HDAC3 inh 6.
Screening CCn1cc(/C=C/c2cc[n+](C)cc2)c2ccccc21 returned KLF5 inh -1, HSF1 inh -8, aSyn 5UTR inh 17, HSF1 activator 2, IEC-6 tox -1, HSP90 inh 13, Platelet DG rel -2, HIF activator -21, AI-2 QS mod 13 and HDAC3 inh 3.
Screening O=C(O)c1cccc(Nc2c([N+](=O)[O-])c(=O)oc3ccccc23)c1 returned KLF5 inh -13, HSF1 inh -2, aSyn 5UTR inh -8, HSF1 activator -8, IEC-6 tox -3, HSP90 inh 7, Platelet DG rel 3, HIF activator 0.3, AI-2 QS mod 31 and HDAC3 inh -1.
`CCOC(=O)C1CCCN(C(=O)c2cc3ccc(OC)cc3[nH]2)C1` (stereo unspecified) gave KLF5 inh -32, HSF1 inh 2, aSyn 5UTR inh -25, HSF1 activator 22, IEC-6 tox 4, HSP90 inh -1, Platelet DG rel 1, HIF activator 0.7, AI-2 QS mod 5 and HDAC3 inh -3.
Screening COc1ccc(OC)c(C(C(=O)NC2CCCCC2)N(C(=O)c2snc(C(N)=O)c2N)c2ccccc2OC)c1 (stereo unspecified) returned KLF5 inh -4, HSF1 inh 6, aSyn 5UTR inh 28, HSF1 activator 28, IEC-6 tox 3, HSP90 inh 3, Platelet DG rel 17, HIF activator -0.3, AI-2 QS mod 17 and HDAC3 inh 0.
`S=C(NCc1cccnc1)Nc1ccc(Oc2ccccc2)cc1` gave KLF5 inh -19, HSF1 inh -4, aSyn 5UTR inh -36, HSF1 activator 2, IEC-6 tox 0, HSP90 inh -2, Platelet DG rel -4, HIF activator -0.2, AI-2 QS mod -4 and HDAC3 inh -4.
`COc1ccc(OC)c(C(c2c(C)[nH][nH]c2=O)c2c(C)[nH][nH]c2=O)c1` gave KLF5 inh -24, HSF1 inh 5, aSyn 5UTR inh -7, HSF1 activator 3, IEC-6 tox -4, HSP90 inh 0, Platelet DG rel 6, HIF activator -1.0, AI-2 QS mod 13 and HDAC3 inh -3.
`O=C(COc1ccc(Cl)cc1)NCC(=O)N/N=C/c1cccs1` gave KLF5 inh -31, HSF1 inh 3, aSyn 5UTR inh 11, HSF1 activator -13, IEC-6 tox -6, HSP90 inh -2, Platelet DG rel 8, HIF activator -2.1, AI-2 QS mod 3 and HDAC3 inh 2.
`CCOC(=O)Cn1c(=O)c2c(nc(Br)n2Cc2ccc(Cl)cc2)n(C)c1=O` gave HSF1 inh 4, aSyn 5UTR inh -30, HSF1 activator -6, Platelet DG rel 12, HIF activator 2.0, AI-2 QS mod -5 and HDAC3 inh 4.
